Bioassay records deposited in PubChem by several laboratories.
NOD2 RIPK2 PPI = inhibitors of human NOD2-RIPK2 interaction. O43353. CHO BLA complementation NOD2-RIPK2, CCF4 ratio. hit rate 0.38% among 360,000. inhibition, % at 4.98 µM; in the data active = inhibition above about 21%;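 note: 0% = vehicle only and 100% = reference blocker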
Target sequence (O43353 whole entry, looked up): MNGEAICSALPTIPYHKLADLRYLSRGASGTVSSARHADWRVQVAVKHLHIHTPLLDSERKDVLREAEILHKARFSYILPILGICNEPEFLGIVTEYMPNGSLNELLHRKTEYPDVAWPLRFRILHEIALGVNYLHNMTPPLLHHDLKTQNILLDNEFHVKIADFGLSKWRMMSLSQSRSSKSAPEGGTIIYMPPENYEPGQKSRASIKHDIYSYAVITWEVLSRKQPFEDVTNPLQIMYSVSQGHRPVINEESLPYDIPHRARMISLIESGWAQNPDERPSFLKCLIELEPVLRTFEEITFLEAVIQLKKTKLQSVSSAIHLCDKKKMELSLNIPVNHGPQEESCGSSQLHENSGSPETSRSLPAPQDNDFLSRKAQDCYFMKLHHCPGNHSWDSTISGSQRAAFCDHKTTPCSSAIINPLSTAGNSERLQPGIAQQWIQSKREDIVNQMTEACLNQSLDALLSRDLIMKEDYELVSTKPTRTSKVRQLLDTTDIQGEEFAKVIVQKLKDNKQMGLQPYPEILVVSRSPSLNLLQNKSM
N-glyco inh = blocks N-linked glycosylation in D54 reporter cells. reporter increase, % at 12.5 µM. D54 ERlucT glycosylation luciferase reporter, 24 h; percent of 100 nM tunicamycin response. hit rate 0.23% among 360,000;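 active = mean luciferase reporter signal, scaled so untreated is 0 and the glycosylation-blocking control 100, at or above a set limit in every replicate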;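 note: luciferase carries N-glycosylation sites so blocking glycosylation raises the light; 0% = median of neutral control wells and 100% = median of 100 nM tunicamycin wells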
ABCB6 inh MLPCN = inhibitors of human ABC transporter ABCB6; fluorescence ratio to DMSO, % at 10 µM; K562-ABCB6 porphyrin accumulation, flow cytometry, 1 h; active compounds read low; hit rate 0.19% among 360,000; Q9NP58;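 active = fluorescence ratio to DMSO below 75%, the collection mean minus 3 SD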;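 note: signal is porphyrin accumulated inside mitochondria; 100% equals median channel fluorescence of DMSO control wells; lower ratio means ABCB6 inhibition with less porphyrin fluorescence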
TLR9-MyD88 block = TLR9-MyD88 interaction inhibition. hit rate 0.21% among 340,000. inhibition, % at 4.98 µM. CHO BLA complementation TLR9-MyD88, CCF4 FRET ratio;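 active = inhibition above the mean over all tested compounds plus 3 SD, cut at about 21% in these data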;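 note: 0% = DMSO only wells and 100% = clavulanate BLA inhibitor control wells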
HTR2A ag = mouse HTR2A agonism via beta-arrestin recruitment. CHO-K1 mHTR2A beta-arrestin complementation, luminescence; percent of 30 µM serotonin response. hit rate 0.66% among 360,000. AID 624169. activation, % at 7.6 µM;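 active = activation above a run cutoff, the mean activation of all tested compounds plus 3 SD, cut at about 14% in these data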;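 note: 0% = plate median of compound wells and 100% = 30 µM serotonin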
H9c2 protect = modulators protecting cardiomyocytes from myocardial damage; H9c2 cardiomyocytes, H2O2 injury protection, ATPLite, 2 h; AID 588492; protection from H2O2 cell death, % at 20 µM; hit rate 0.63% among 360,000;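 active = compounds giving at least 50% protection of heart cells from peroxide-induced death in the single-dose screen, raw or plate-pattern-corrected value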;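 note: 0% = DMSO wells with peroxide and 100% = DMSO wells without peroxide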
MC4R ag barr = agonists of human melanocortin 4 receptor (MC4R) beta-arrestin; hit rate 0.98% among 360,000; U2OS MC4R beta-arrestin complementation, luminescence; percent of melanotan II response, DMSO zero; activation, % at 8.9 µM;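 active = activation above a per-plate cutoff, the mean activation of sample wells on that plate plus 3 SD, cut at about 8% in these data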
Target sequence (P32245 whole entry, looked up): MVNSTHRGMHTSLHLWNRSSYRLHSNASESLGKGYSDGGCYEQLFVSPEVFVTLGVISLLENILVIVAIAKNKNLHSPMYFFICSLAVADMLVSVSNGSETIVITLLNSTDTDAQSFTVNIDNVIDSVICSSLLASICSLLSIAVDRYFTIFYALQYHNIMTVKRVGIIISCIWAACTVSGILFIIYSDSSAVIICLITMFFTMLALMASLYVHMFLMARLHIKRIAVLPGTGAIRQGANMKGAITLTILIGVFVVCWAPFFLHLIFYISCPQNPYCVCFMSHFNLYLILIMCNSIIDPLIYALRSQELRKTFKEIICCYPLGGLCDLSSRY
MC4R antagonist = human MC4R antagonism in cAMP assay. P32245. MC4R-expressing cells, MTII-stimulated cAMP, LANCE TR-FRET. inhibition, % at 6.5 µM. hit rate 0.48% among 360,000. AID 540295;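 active = inhibition above its plate's cutoff, the mean of tested wells on that plate plus 3 SD, cut at about 29% in these data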;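 note: 0% = Melanotan II alone and 100% = Melanotan II plus saturating MCL0020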
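system = U2OS cells with stable human MC4R expression | also added = Melanotan II challenge after compound preincubation | dosing = one concentration, 6.5 µM nominal | incubation = compound 30 min, challenge 1 h, detection 1 h | measured by = TR-FRET with Eu-cAMP and labeled anti-cAMP, 671 nm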
ABHD5-PLIN5 inh = blocks binding of human ABHD5 to perilipin-5; hit rate 0.78% among 360,000; Split G. princeps luciferase complementation, luminescence, 4 h; inhibition, % at 4 µM; Q00G26+Q8WTS1;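 active = inhibition above the mean inhibition across every tested compound plus 3 SD, cut at about 22% in these data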;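 note: 0% = DMSO only wells and the 100% control is not disclosed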
NCOA2 inhibitor = human SRC2 (NCOA2) inhibition; Q15596; HEK293 GAL4-SRC2 luciferase reporter, luminescence; inhibition, % at 9 µM; hit rate 0.17% among 370,000; AID 651957;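 active = inhibition above the mean inhibition of all tested compounds plus 3 SD, set per campaign, cut at about 52% in these data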;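 note: 0% = DMSO treated cells and 100% = cells given Gossypol at 36 µM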
An asterisk follows results filed as active; nt = no result given.

Results follow in this order: NOD2 RIPK2 PPI	N-glyco inh	ABCB6 inh MLPCN	TLR9-MyD88 block	HTR2A ag	H9c2 protect	MC4R ag barr	MC4R antagonist	ABHD5-PLIN5 inh	NCOA2 inhibitor
Cc1ccc(C)c(NC(=O)CN(C)C(=O)c2cc(C3CC3)nn2-c2ccccc2)c1
  -18	-4	96	5	-2	1	2.0	-2	-2	-7
O=S(=O)(c1ccc(Cl)cc1)N1CCCN(c2nc3ccc(Cl)cc3s2)CC1
  -10	-2	93	-8	-3	-7	-0.5	16	-5	-8
COc1ccc(Cl)cc1NC(=O)C1CCCN(S(=O)(=O)c2cccc3nonc23)C1 (stereo not given)
  -11	2	97	3	-1	-9	1.6	-2	5	8
Cc1cc(OCC(=O)NCCN2CCOCC2)cc(C)c1Br
  -10	2	105	-6	-6	1	-1.4	3	-1	-19
CCN(c1ccccc1)S(=O)(=O)c1ccc(F)c(C(=O)O)c1
  1	1	97	-8	0	1	0.0	0	-4	-24
Cc1ccc(S(=O)(=O)N2CC3(C)CN(S(=O)(=O)c4ccc(C)cc4)CC(C)(C2)C3O)cc1 (stereo not given)
  -4	1	92	-5	2	-4	2.1	7	-7	-1
Cc1ccccc1OCC(=O)NC(=S)Nc1ccc2c3c(cccc13)CC2
  -12	2	104	-4	-1	-2	-1.2	1	-2	-10
Cn1c(SCC(=O)NC2CCCC2)nnc1-c1ccccn1
  -17	1	94	1	2	3	0.0	4	-8	9
NC(=O)C1CCN(C(=O)c2cccc(S(=O)(=O)N3CCCC3)c2)CC1
  3	1	100	5	5	4	-1.4	19	-7	4
Cc1ccc(Cl)cc1NC(=O)COC(=O)C1CCCC1
  6	-1	100	-8	3	-2	-2.2	-5	-4	-22
C=CCCCOc1ccc(C(=O)O)cc1
  2	4	89	-1	3	-1	-1.1	3	2	-13
CCOc1cc2[nH]c(=S)n(CCC(=O)NC3CCCCC3)c(=O)c2cc1OCC
  -8	-1	89	-10	10	1	1.0	4	9	-23
COc1cc(OC)cc(C(=O)NNC(=O)CCCOc2ccccc2)c1
  -5	0	94	1	-2	-4	-0.3	8	12	-9
FC(F)(F)c1nnc2ccc(NCc3cccnc3)nn12
  -5	4	97	-10	4	3	-2.6	25	6	-5
O=S(=O)(Nc1ccccc1Br)c1cccc2cccnc12
  -1	-1	101	-17	-6	-2	-0.2	3	-6	2

(next part)
Results follow in this order: NOD2 RIPK2 PPI	N-glyco inh	ABCB6 inh MLPCN	TLR9-MyD88 block	HTR2A ag	H9c2 protect	MC4R ag barr	MC4R antagonist	ABHD5-PLIN5 inh	NCOA2 inhibitor
CCC(CC)Nc1ccc(C(CC(N)=O)NC(=O)Cc2cccc3ccccc23)cc1[N+](=O)[O-] (stereo not given)
  0	0	99	1	3	4	0.6	0	0	13
COc1ccc(N2CCN(C3C(=O)Nc4ccccc4-n4nnnc43)CC2)cc1 (stereo not given)
  -9	nt	nt	nt	-2	nt	nt	nt	7	-8
CCN(CC)S(=O)(=O)c1cccc(C(=O)OCC(=O)N2CC(=O)Nc3ccccc32)c1
  -7	5	98	12	3	0	-1.1	-1	0	2
COc1ccc(N2CCN(CCNS(=O)(=O)c3cccc4nsnc34)CC2)cc1
  -5	-1	101	-10	-2	-12	0.1	-9	6	2
CCOC(=O)N(Cc1ccccc1)C(C(=O)O)C(C(=O)O)N(Cc1ccccc1)C(=O)OCC (stereo not given)
  -4	1	94	-5	-1	0	-1.6	2	-4	12
C/C(CC(=O)NCCCN1CCOCC1)=N\NC(=O)COc1ccc(C)cc1
  -3	-1	94	-10	-2	-5	-2.0	15	-13	3
O=C(COc1ccc([N+](=O)[O-])cc1Cl)Nn1cnnc1
  -1	2	99	4	2	8	0.5	6	2	13
CC1=C(C(=O)NC2CCCc3c2cnn3-c2ccc(F)cc2F)OCCO1 (stereo not given)
  -6	0	97	1	1	-11	-2.0	6	5	21
CCOc1ccc(S(=O)(=O)N2CCOCC2)cc1NC(=O)c1ccc(N2CCCC2=O)cc1
  -14	-2	104	-10	11	4	0.5	7	5	22
O=S1(=O)CC(N2CCN(CCO)CC2)CN1CCc1ccccc1 (stereo not given)
  -5	3	100	nt	3	6	nt	nt	5	-6
O=C(Nc1cccc(S(=O)(=O)C(F)F)c1)c1ccc(S(=O)(=O)N2CCCC2)cc1
  -1	-3	98	0	-6	9	-1.4	6	-2	14
COc1ccc(-n2nc(C(=O)O)cc2-c2ccccc2)cc1
  3	0	99	0	-3	3	-1.0	8	-8	-6
Cc1cc(C)c(C(N)=O)c(Nc2cccc(Cl)c2C)n1
  -7	2	97	5	-1	6	1.4	-2	3	1
O=C(O)CCCN(Cc1cccc(Br)c1)S(=O)(=O)c1ccc(Br)cc1
  2	-2	95	-7	1	-7	-1.2	-3	1	-11
Cc1cc(=O)oc(C)c1C(=O)N1CCN(C(c2ccccc2)c2ccccc2)CC1
  -28	-1	109	5	1	9	2.5	9	-5	2

Next results follow:
Results follow in this order: NOD2 RIPK2 PPI	N-glyco inh	ABCB6 inh MLPCN	TLR9-MyD88 block	HTR2A ag	H9c2 protect	MC4R ag barr	MC4R antagonist	ABHD5-PLIN5 inh	NCOA2 inhibitor
Cc1cccc(NC(=S)NC2CC3CCCC(C2)N3Cc2ccccc2)c1C (stereo not given)
  9	-3	96	3	1	-5	0.5	5	-1	-10
COc1ccc(-c2nc(CN3CCN(c4ncnc5ccccc45)CC3)c(C)o2)c(OC)c1
  -7	-3	574	-10	0	-25	0.8	-2	11	25
Cn1nnnc1SCC(=O)Nc1ccccc1Br
  -1	1	102	4	-4	9	-1.4	5	-2	15
CN(Cc1ccccc1)CC(O)COc1ccc(CNCCOc2cccnc2)cc1 (stereo not given)
  -10	-3	101	-1	18*	6	-1.6	9	3	0
O=S(=O)(c1ccccc1)N1CCN(C(=S)Nc2ccccc2)CC1
  0	0	96	-6	0	1	-1.8	-2	-2	9
O=C(CSCc1ccc([N+](=O)[O-])cc1)Nc1ccc(S(=O)(=O)N2CCCCCC2)cc1
  3	-4	104	-5	-7	-6	-0.2	-1	-15	3
Nc1nnnn1/N=C\c1ccc(Cl)c([N+](=O)[O-])c1
  11	0	101	18	3	0	1.3	16	11	-3
CCOc1ccc(N(CC(=O)NC2CCCCC2)S(=O)(=O)c2ccccc2)cc1
  -13	-2	98	-2	-5	0	2.3	3	1	1
COc1ccc(-c2nc(N3CCC(C)CC3)[nH]c(=O)c2C#N)cc1
  -2	0	98	-3	-5	-1	-1.0	8	3	7
CCN(CC)CCN1C(=O)c2oc3ccccc3c(=O)c2C1c1ccc(C)cc1 (stereo not given)
  0	-1	94	1	0	2	-0.2	1	3	6
O=c1cc(N2CCCCC2)c2ccccc2o1
  -2	3	97	-4	-3	0	-1.3	20	3	-17
CC(=O)c1ccc2c(c1)OCCOCCOCCOCCO2
  9	2	99	-7	4	1	2.9	8	-1	nt
Nc1nc2nccc(-c3ccco3)n2n1
  1	4	99	7	-1	-6	-1.4	10	7	-28
Cc1noc(C)c1NC(=O)Nc1ccc2c(c1)CC(=O)N([C@H](C)CO)C[C@@H](C)[C@H](CN(C)CC1CCCCC1)O2
  -6	3	102	0	7	2	-1.3	-3	-1	-8
CCC1ON(C(C)C)C2c3nc4ccccc4n3CC12 (stereo not given)
  1	4	100	-1	-1	-6	-0.3	21	3	2

(cont.)
Results follow in this order: NOD2 RIPK2 PPI	N-glyco inh	ABCB6 inh MLPCN	TLR9-MyD88 block	HTR2A ag	H9c2 protect	MC4R ag barr	MC4R antagonist	ABHD5-PLIN5 inh	NCOA2 inhibitor
C[C@H](NC(=O)[C@H]1N2C(=O)c3ccccc3C2SC1(C)C)C(=O)N1CCN(C)CC1 (stereo not given in full)
  -9	0	99	-17	4	-1	2.5	8	-2	-5
CCNCc1cc(OCC)c(OCC(=O)NCCc2ccccc2)cc1Cl
  -12	-5	100	2	-3	11	-0.5	15	5	1
COc1cc(OC)c(OC)cc1/C=N/NC(=S)NCCN1CCOCC1
  -7	0	104	-4	1	1	1.0	-15	0	-3
CCOc1ccccc1-c1nnc(SCC(=O)NC2CC3CCC2C3)n1CC (stereo not given)
  -7	-2	100	-11	0	-2	-0.6	7	-6	-10
CC1=NCCN1S(=O)(=O)c1ccc(Br)c(C)c1
  -2	0	85	3	-5	-5	-1.8	14	7	-18
CC(C)N(Cc1ccccc1)C(=O)COc1ccccc1
  2	-1	96	-7	1	-2	0.2	11	0	-25
COc1ccc(C(=O)Nn2c(SCC(=O)NCc3ccco3)nc3ccccc3c2=O)cc1
  -9	-18	94	0	0	-10	-1.6	7	3	21
Cc1cccc(N(CC(=O)NCc2ccco2)C(=O)CCC(=O)Nc2nccs2)c1C
  -6	0	96	2	-3	4	-0.5	-6	4	25
CCCCNC(=O)c1onc(CSc2ccc(C(C)C)cc2)c1C(=O)O
  -5	3	95	-12	3	2	-0.5	6	-3	-5
CC(C)(C)c1ccc(C(=S)N2CCN(c3ccccc3)CC2)cc1
  4	-1	94	-1	3	-9	9.0*	10	5	7
COc1c2c(nc3ccccc13)OC(C(C)(O)CO)C2 (stereo not given)
  -1	3	99	4	0	0	-1.3	15	-2	10
O=[N+]([O-])c1ccc(OCCn2cnc3ccccc32)cc1
  6	1	89	-7	-2	-7	3.5	6	-5	-6
O=C(Cc1cccc([N+](=O)[O-])c1)Nc1ccc(C(=O)N2CCCCC2)cc1
  -7	1	94	-5	-7	0	-3.0	-4	25*	0
Cc1cc(C)c(OCC(=O)Nc2nc3ccccc3[nH]2)c(C)c1
  -3	1	99	5	1	2	0.4	2	-2	-11

This is a subset. The share of hits here may be higher or lower than overall.
